CR mimetic SO = caloric restriction mimetics inhibiting age-related superoxide in yeast. superoxide response (% of plate mean), % at 10 µM. 0.18% of 330,000 active. S. cerevisiae aged cells, superoxide DHE fluorescence; hits give low values. AID 2690;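 active = superoxide response under a set limit, about three screen SD below normal, cut at about 65% in these data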;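 note: yeast aged for seven days with compound at 30 °C before DHE staining; 100% = average MFI of all compound-treated wells on the plate with controls excluded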
MEX-5 binding = C. elegans MEX-5 TCR-2 RNA binding activity. Q9XUB2. MEX-5/FITC-TCR2 RNA binding, fluorescence polarization; hits give low values. activity score (negative = inhibition of binding), % at 10 µM. 0.38% of 300,000 active;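 active = inhibition past about -25% in most replicates, and total fluorescence under double the plate's negative control median, limit read from the data; inconclusive = replicates evenly split on the limit, or fluorescence at least double controls; inactive = too little inhibition in most replicates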;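 note: 0% = DMSO and -100% = 5 µM competing unlabeled TCR2 RNA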
AGP1-GFP MLPCN = alters AGP1-GFP fluorescence in TOR pathway yeast screen. S. cerevisiae AGP1-GFP multiplex flow cytometry, 3 h; GFP as percent of DMSO wells. GFP response vs DMSO, % at 10 µM. 0.02% of 320,000 active;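 active = GFP response relative to DMSO above a set limit, near screen average plus 3 SD, cut at about 150% in these data; inconclusive = fewer than 70 cells counted for the yeast strain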;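 note: median GFP channel fluorescence of the gated AGP1 strain per well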
GLD-1 RNA inh = GLD-1-TGE RNA interaction inhibition (C. elegans); Q17339; purified GLD-1 + fluorescein TGE RNA, fluorescence polarization; inhibition, % at 5.96 µM; 0.44% of 320,000 active;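 active = percent inhibition above a per-plate cutoff, the plate mean of test compounds plus 3 SD, cut at about 30% in these data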;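 note: 0% = DMSO wells with GLD-1 and probe and 100% = wells lacking GLD-1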
Target sequence (Q17339 whole entry, looked up): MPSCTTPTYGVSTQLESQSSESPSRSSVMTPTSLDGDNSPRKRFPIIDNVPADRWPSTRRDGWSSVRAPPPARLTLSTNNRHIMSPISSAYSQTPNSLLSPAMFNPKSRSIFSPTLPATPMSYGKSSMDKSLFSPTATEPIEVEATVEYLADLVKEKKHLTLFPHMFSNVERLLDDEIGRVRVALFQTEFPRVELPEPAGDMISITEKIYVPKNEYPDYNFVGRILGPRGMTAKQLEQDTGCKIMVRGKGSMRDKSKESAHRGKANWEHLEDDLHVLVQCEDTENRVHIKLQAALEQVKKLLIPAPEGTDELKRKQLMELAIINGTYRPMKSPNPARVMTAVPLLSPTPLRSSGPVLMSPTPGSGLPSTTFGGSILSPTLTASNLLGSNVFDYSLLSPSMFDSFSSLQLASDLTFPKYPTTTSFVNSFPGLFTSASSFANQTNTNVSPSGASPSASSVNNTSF
VLA-4 inh = inhibition in a human VLA-4 binding assay. inhibition, % (about 7 µM as worked out from the volumes in the protocol). P13612. AID 2557. 0.2% of 330,000 active. VLA-4 expressing cells, ligand binding flow cytometry; in the data active = inhibition above about 50%
GRK2 inh = inhibitors of human GRK2 displacing RNA aptamer; 0.59% of 330,000 active; AID 488847; inhibition of aptamer binding, % at 10 µM; P25098; bead flow cytometry, FAM-aptamer displacement from GRK2;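 active = inhibition of aptamer binding above 40%, roughly 3 SD of noise, on plates passing a quality check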;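 note: median bead fluorescence of bound FAM aptamer so fluorescent compounds give negative values; no value below 0 was filed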
Bcl-xL primary = inhibitors of human Bcl-xL; Q07817; inhibition, % at 10.9 µM; GST-Bcl-xL / FITC-Bim BH3 peptide fluorescence polarization; 0.7% of 320,000 active;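 active = inhibition above the mean of all tested compounds plus 3 SD, cutoff set per campaign, cut at about 30% in these data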;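 note: 0% = DMSO wells and 100% = unlabeled Bim-BH3 peptide competitor; inhibitors lower millipolarization by displacing the labeled peptide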
Target sequence (Q07817 whole entry, looked up): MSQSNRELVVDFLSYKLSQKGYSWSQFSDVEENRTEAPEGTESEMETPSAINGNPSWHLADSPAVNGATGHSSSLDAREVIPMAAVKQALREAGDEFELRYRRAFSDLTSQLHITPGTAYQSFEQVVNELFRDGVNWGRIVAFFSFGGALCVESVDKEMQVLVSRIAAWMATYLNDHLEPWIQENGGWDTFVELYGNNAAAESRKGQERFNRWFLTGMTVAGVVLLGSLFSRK
MCL1-BIM inh = MCL1-BIM-BH3 interaction inhibition (human). inhibition, % at 10.9 µM. Q07820. GST-MCL1 / FITC-Bim-BH3 fluorescence polarization. 0.68% of 320,000 active;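 active = inhibition above the mean inhibition of all tested compounds plus 3 SD, set per campaign, cut at about 40% in these data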;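 note: 0% = DMSO wells and 100% = unlabeled Bim-BH3 peptide control; higher means more loss of mP so more displacement of Bim peptide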
Target sequence (Q07820 whole entry, looked up): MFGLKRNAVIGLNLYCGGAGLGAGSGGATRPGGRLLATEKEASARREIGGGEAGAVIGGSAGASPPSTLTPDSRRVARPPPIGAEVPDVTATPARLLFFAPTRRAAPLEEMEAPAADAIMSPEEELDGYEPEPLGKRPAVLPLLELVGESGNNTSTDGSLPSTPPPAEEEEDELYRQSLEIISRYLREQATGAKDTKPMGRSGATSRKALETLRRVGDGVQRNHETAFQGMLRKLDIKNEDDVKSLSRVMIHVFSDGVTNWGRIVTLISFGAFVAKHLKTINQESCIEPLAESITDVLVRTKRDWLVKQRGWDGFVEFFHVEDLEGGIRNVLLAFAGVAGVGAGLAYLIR
CIT2 TOR yeast = alters CIT2-GFP fluorescence in TOR pathway yeast screen; S. cerevisiae CIT2-GFP strain, flow cytometry, 3 h; 100 means same as DMSO wells; GFP response vs DMSO, % at 10 µM; 0.065% of 320,000 active;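 active = GFP response relative to DMSO above a set limit, near the screen mean plus 3 SD, cut at about 150% in these data; inconclusive = Fewer than 70 cells measured for a yeast strain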;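 note: ratio of well median GFP fluorescence to mean of DMSO wells on the plate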
An asterisk follows results filed as active; i = inactive; ? = inconclusive; . = no result given.

canonical_smiles	CR mimetic SO	MEX-5 binding	AGP1-GFP MLPCN	GLD-1 RNA inh	VLA-4 inh	GRK2 inh	Bcl-xL primary	MCL1-BIM inh	CIT2 TOR yeast
CCC(=O)NC(c1ccccc1)c1c(OC(C)=O)ccc2ccccc12 (centres undefined)	97	0.9	106	3	-6	0	5	5	104
CCOC(=O)c1sc(NC(=O)CSc2nnnn2-c2ccccc2)c(C(=O)OCC)c1C	105	-2.7	90	-2	18	11	-1	-5	85
CNS(=O)(=O)c1ccc(NC(=O)Nc2ccc3c(c2)OCO3)cc1	99	0.9	89	.	10	0	.	.	88
COc1ccc(Cn2cc([N+](=O)[O-])nc2C)cc1[N+](=O)[O-]	89	3.3	101	7	0	0	3	-2	102
Cc1cc(O)cc(O)c1C(=O)Cc1ccccc1	99	-0.4	96	3	27	0	4	-2	106
Cc1ccccc1OCCCn1c(=O)sc2ccccc21	103	1.5	93	10	1	2	5	8	77
Cn1nnnc1NCc1cccc(Cl)c1Cl	99	2.4	101	-2	5	2	6	2	90
CCN(CC)C(=O)[C@H]1CC(CC(=O)NCCC2=CCCCC2)C(=O)N2CCc3c([nH]c4ccccc34)[C@]12C (some centres undefined)	113	.	94	-4	23	0	.	.	89
Cn1nnnc1SCC(=O)Nc1ccccc1C(=O)NCc1ccccc1	91	0.8	107	-2	13	3	4	4	104
Cc1sc(NC(=O)C2CCCC2)c(C#N)c1C	96	0.7	97	12	0	0	10	-4	110
O=C(NC1CCCC1)C1CC(=O)N(c2ccccc2)C1 (centres undefined)	96	0.3	99	7	6	2	2	-1	98
COCCn1c(SCC(=O)N2CCCC2)nnc1-c1ccco1	96	-0.4	92	8	-1	0	-1	-1	96
c1nc(NC2CCCC2)c2[nH]cnc2n1	92	7.4	104	0	26	3	3	0	101
O=C(C1CCCN(Cc2ccc(F)cc2)C1)N1CCCCC1 (centres undefined)	115	2.4	102	-3	15	2	0	6	109
CCOc1ccc(Br)cc1S(=O)(=O)Nc1ccc(C(=O)Nc2ccccc2OC)cc1	103	0.8	102	5	2	0	2	-2	101
Cc1c(NC(=O)C(C)OC(=O)c2cccs2)c(=O)n(-c2ccccc2)n1C (centres undefined)	106	2.3	104	-2	12	0	1	-3	111
O=C(Nc1ccc2c(c1)OCO2)C1CC(=O)N(c2ccc(F)cc2)C1 (centres undefined)	95	1.2	97	1	9	1	7	10	95
CCCn1c(SCC(=O)NCc2ccco2)nc2c1c(=O)n(C)c(=O)n2C	98	-0.9	111	3	-2	3	3	5	112
CCOc1ccc2cc(C#N)c(SCC(=O)N3CCOCC3)nc2c1	101	0.3	103	0	4	2	10	13	98
CC1Cc2ccccc2N1S(=O)(=O)c1cccc(C(=O)N2Cc3ccccc3CC2C(N)=O)c1 (centres undefined)	117	.	96	-3	-10	0	-1	-6	92
COc1ccccc1-c1noc(-c2ccncc2)n1	95	2.6	100	4	1	2	6	5	103
COc1ccc([N+](=O)[O-])cc1COc1ccc2c(-c3ccccc3)cc(=O)oc2c1	103	-0.7	89	-7	-6	0	-2	3	84
Cn1cc(/C=C/c2cc[n+](C)cc2)c2cc(F)ccc21	93	?	119	77*	i	0	28	3	145
C[C@@H]1O[C@@H](O[C@@H]2[C@@H](O)[C@H](OCCc3ccc(O)c(O)c3)O[C@H](CO)[C@H]2OC(=O)/C=C/c2ccc(O)c(O)c2)[C@H](O)[C@H](O)[C@H]1O	107	.	98	-1	8	0	.	.	96
COC(=O)C1=C(C)N(Cc2ccccc2)C(=NCc2ccc3c(c2)OCO3)N[C@H]1c1ccccc1	96	.	80	2	19	0	.	.	69
COc1ccc(/C=C/C(=O)C(C)(C)C)cc1OC	92	0.5	96	.	23	0	.	.	95
c1ccc2c(c1)CC1(CCCC1)n1nnnc1-2	117	-0.2	103	0	-1	0	0	5	93
Cc1cc(C)n(CC(O)CN2c3ccccc3Sc3ccccc32)n1 (centres undefined)	108	1.7	96	2	10	0	0	6	93
COC(=O)c1nnn(CC(=O)NC(=O)Nc2cccc(C)c2C)c1C(=O)OC	92	-1.2	98	0	20	5	8	7	99
COc1cc(/C=C/C(=O)Nc2cccc(S(=O)(=O)NC3=NCCCCC3)c2)ccc1OCC#N	102	-1.2	105	1	8	11	1	-14	98

A second format for two compounds above:
Below each SMILES: CR mimetic SO, MEX-5 binding, AGP1-GFP MLPCN, GLD-1 RNA inh, VLA-4 inh, GRK2 inh, Bcl-xL primary, MCL1-BIM inh, CIT2 TOR yeast
COc1cc(/C=C/C(=O)Nc2cccc(S(=O)(=O)NC3=NCCCCC3)c2)ccc1OCC#N
  102, -1.2, 105, 1, 8, 11, 1, -14, 98
CCOc1ccc2cc(C#N)c(SCC(=O)N3CCOCC3)nc2c1
  101, 0.3, 103, 0, 4, 2, 10, 13, 98

New compounds follow.
canonical_smiles	CR mimetic SO	MEX-5 binding	AGP1-GFP MLPCN	GLD-1 RNA inh	VLA-4 inh	GRK2 inh	Bcl-xL primary	MCL1-BIM inh	CIT2 TOR yeast
O=C(c1ccco1)N1CCN(c2ccc(S(=O)(=O)N3CCCC3)cc2)CC1	124	2.5	110	-7	3	0	-1	4	106
CC(C)(CC(=O)O)CC(=O)N1CCCN(c2nc3ccc(Cl)cc3s2)CC1	86	1.1	108	1	10	1	-1	-1	105
COc1cc(/C=N/N=C/c2cc(OC)c(O)c(OC)c2)cc(OC)c1O	90	-3.8	101	-30	2	6	-15	-28	105
Cc1ccc(S(=O)(=O)NCC(=O)OCC(=O)Nc2ncc(Cl)cc2Cl)cc1	105	-1.7	95	8	-7	1	12	13	94
Cc1cc(S(=O)(=O)N2CCCCC2CCNC(=O)C(=O)NCC2CCCO2)ccc1F (centres undefined)	96	-1.3	99	8	15	0	9	7	89
Cc1cccc(C(=O)NC2CCCc3ccccc32)c1 (centres undefined)	96	-0.8	102	-8	9	0	-1	0	92
CCn1cc(CN2CCN(CCC(C)C)C(CCO)C2)c2ccccc21 (centres undefined)	102	0.8	13	-2	0	0	1	10	92
CC(NC(=O)CN(c1cccc(C(F)(F)F)c1)S(C)(=O)=O)c1ccccc1 (centres undefined)	105	-4.4	110	-8	-1	0	2	10	105
COc1ccc(NC(=O)CSCC(=O)Nc2cc(Cl)ccc2N2CCOCC2)cc1	99	-7.2	101	2	10	2	-2	-1	94
CCn1nnc(NC(=O)c2cccnc2Cl)n1	99	-0.4	115	1	-3	1	0	-4	109
Cc1cnccc1CNC(=O)CC1C(=O)NCCN1CC(C)(C)C (centres undefined)	108	-6.4	94	18	5	0	26	30	98
Cc1cc(C(=O)CSc2nnnn2-c2ccccc2)c(C)n1CCc1ccccc1	109	-0.6	103	-3	7	1	0	-2	102
O=C(c1ccccc1)N1CCN(C(=O)N2CCCCC2)CC1	111	-1.5	101	-5	1	0	0	0	100
O=C(Nc1nccs1)c1cc2sccc2n1Cc1ccc(Cl)cc1	108	1.0	104	5	13	0	3	5	104
C/C(=N/NC(=O)c1cccs1)c1cccc(N)c1	115	0.0	88	2	5	1	7	8	91
Cc1ccc(Sc2ncccc2COC(=O)Nc2ccccc2)cc1	109	-2.8	95	6	8	0	4	-1	117
CCN1CCCC(OC(=O)c2cc(-c3ccccc3Cl)nc3ccccc23)C1 (centres undefined)	120	0.5	103	1	-6	3	4	3	103
COCCNC(=S)Nc1cc2oc3ccccc3c2cc1OC	97	-1.4	89	.	1	0	.	.	86
Cc1ccccc1Nc1nccc(N(C)C)c1C#N	88	-2.9	.	2	17	3	5	0	96
COc1ccc(/C=C(/NC(=O)c2ccccc2)C(=O)N/N=C/c2ccncc2)c(OC)c1	97	0.9	108	-2	18	2	4	0	110
CC1(C)Cc2cccc(OCC(N)=O)c2O1	94	-1.4	104	6	9	0	1	0	100
CCOC(=O)CN1CCC(c2cc(-c3ccc(Cl)cc3)n[nH]2)CC1	72	-1.2	100	-1	7	0	-2	-2	107
Cc1nc(CCNC(=O)C2CCC(=O)N(CCc3cccc(F)c3)C2)sc1C (centres undefined)	101	-3.1	99	.	12	0	.	.	97
CC(C)c1nc(N2CCN(C(=O)c3ccco3)CC2)c(C#N)c2c1COC(C)(C)C2	127	0.8	94	3	8	2	1	2	96
Cc1ccc2oc(=O)c3cnn(CC(=O)NCCc4ccsc4)c3c2c1	102	-2.8	90	2	-3	61*	5	6	91
COc1cccc(CN(C(=O)COc2ccccc2[N+](=O)[O-])C2CCS(=O)(=O)C2)c1 (centres undefined)	89	3.3	98	-7	11	2	2	-7	95
O=C(Cn1c(=O)c2cccn2c2ccccc21)NCCc1ccccc1	123	0.3	93	-7	12	1	2	9	100
Nc1nc2cc3ccccc3cc2[nH]c1=O	87	-4.8	97	-1	21	0	5	3	107
COc1ccc2cnn(-c3ccccc3)c(=O)c2c1OC	83	-2.2	103	5	9	3	3	0	109
COC(=O)C1=C(C(=O)c2ccc(C)cc2)C(c2ccccc2)n2nnnc2N1 (centres undefined)	102	-0.6	98	7	4	0	6	3	101
CCOc1ccc(NC(=S)NC(=O)/C=C/c2ccc(OC)cc2)c([N+](=O)[O-])c1	101	1.2	95	4	-5	0	1	5	102
Cc1ccc(-c2cc(C(F)F)nc(N3CCOCC3)n2)cc1	101	0.8	98	5	24	0	3	9	97
Cc1ccnc(NC(NC(=O)C(C)C)(C(F)(F)F)C(F)(F)F)c1	102	1.4	102	5	.	2	5	5	97
CCOc1ccc(CCNS(=O)(=O)c2cc3c(cc2C)NC(=O)CO3)cc1OCC	87	-1.1	110	6	-4	0	2	2	104
O=C(NNC(=O)c1ccccc1Cl)c1cc2cc(OC(F)(F)F)ccc2[nH]1	117	3.1	96	-4	-6	5	-1	-20	92
CN(c1ccc(F)cc1)S(=O)(=O)c1ccc(Cl)c(C(=O)NCc2ccco2)c1	106	.	106	1	11	1	.	.	95
C/C(CC(=O)Nc1ccccn1)=N\NC(=O)c1ccc2ccccc2c1	99	-0.6	103	4	22	2	0	3	104
CN(Cc1c(C(=O)N/N=C/c2ccc(O)cc2)nnn1-c1nonc1N)c1ccccc1	91	2.5	101	1	1	2	0	6	106
O=C(/C=C/c1ccc(Br)cc1)NC(=S)NNC(=O)c1ccco1	184	-0.8	85	2	11	4	6	4	138
COc1ccc(C(=O)NCc2ccc(S(N)(=O)=O)cc2)cc1[N+](=O)[O-]	93	0.1	95	2	3	1	4	-4	96
CCCCNC(=O)/C(C#N)=C/c1cccnc1	88	2.8	98	8	8	2	2	-4	99
CCCC(=O)NC(=S)Nc1ccc(N2CCN(C(=O)c3cccs3)CC2)cc1	105	0.1	93	3	-8	1	3	6	104
COc1ccccc1OC(C)C(=O)Nc1ccc(S(=O)(=O)Nc2nccs2)cc1 (centres undefined)	92	-1.3	79	-6	-6	1	4	9	97
CCOC(=O)c1c(C)[nH]c(C(=O)OCC(=O)Nc2cc(C)c(Cl)cc2OC)c1C	101	-1.6	103	-1	6	2	9	2	97
COc1cc2cc(Oc3ccc4ccc(=O)oc4c3)c(=O)oc2cc1OC(C)=O	77	2.9	97	0	1	2	2	2	92
Cc1ccsc1C(=O)NCCc1c[nH]c2ccccc12	85	-1.1	100	3	3	0	-1	4	95
O=C(COC(=O)COc1ccc(Cl)cc1)NCc1cccs1	94	-1.6	112	5	0	0	1	-2	103

Source: PubChem BioAssay
